Bioassay records as filed in PubChem.
AID1053144 = Wnt/beta-catenin signaling activators, dose response, cell-based, iPS-derived NPC, luciferase, Wnt3a, cherry-pick (AID 1053144); NPC TCF/LEF luciferase reporter, Wnt3a EC25, 24 h; AC30 in µM for hits, for the others activation, % at the top dose, mostly 26 µM; 4.8% of 3,400 active;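 active = fitted curve reaches 30% activation at a concentration no higher than the top valid tested dose, luminescence rising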;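 note: wnt3a stimulus is conditioned medium from Wnt3a-transfected mouse L cells at 5% in well; 0% = neutral control wells and 100% = CHIR-99021 positive control wells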
* hit, by the source's call.

AID1053144 | Molecule
11.7% | Cc1c(C(=O)Nc2nccs2)oc2ccc(F)cc12
7.1% | Clc1ccc2nc(CSCc3ccccc3)cn2c1
6.7% | O=C1c2ccccc2NC(c2ccccn2)N1NS(=O)(=O)c1ccccc1 (centres undefined)
10.1% | CCCn1c(N)c(C(=O)CSc2nnc3n2CCCCC3)c(=O)[nH]c1=O
24.7% | COC(=O)c1ccc(NC(=O)c2ccco2)cc1
9.81µM* | CCC(=O)Nc1sc(C(=O)Nc2ccccc2)c(C)c1C(=O)OC
6.7% | CN(Cc1ccsc1)C(=O)CCc1nnc(CCCc2ccccc2)o1
7.2% | Cc1ccc(SCc2cn3cc(Cl)ccc3n2)cc1
12.6% | CC(C)Sc1ccc(C(=O)Nc2ccc(F)cc2F)cn1
2.1% | Nc1c2c(nc3sc4c(c13)CCCC4)-c1ccccc1CC2
13.7% | CC(=O)c1ccccc1NC(=O)COC(=O)c1c(C)nn(-c2ccccc2)c1C
6.3% | CCC(=O)Nc1cc(NC(=O)CSc2ncc(-c3ccc(F)cc3)n2Cc2ccco2)ccc1C
11.7% | Cc1ccc(NC(=O)c2sccc2C)cc1[N+](=O)[O-]
1.7% | COc1cc(C(=O)OCC(=O)NC2CCCC2)cc(NC(=O)c2ccco2)c1OC
7.4% | CCOC(=O)c1ccc(NC(=O)C2CC3CCC2C3)cc1 (centres undefined)
0.3% | Cn1cc(CNCc2cn[nH]c2-c2ccc(F)cc2)c(-c2ccc3c(c2)OCCO3)n1
14.5% | Brc1ccc(-c2cn3ccccc3n2)cc1
7.3% | Cn1c(-c2cc3ccc(OC(=O)C(C)(C)C)cc3oc2=O)nc2ccccc21
-1.0% | O=C(Nc1cccnc1N1CCOCC1)c1ccco1
6.1% | COc1ccc2[nH]c(-c3ccccc3)cc2c1

AID1053144 | Molecule
6.4% | CC(=O)Nc1cc2nn(-c3ccccc3)nc2cc1Cl
8.4% | Oc1oc(-c2ccc(Br)cc2)nc1/C=N/c1ccccn1
9.6% | O=C(CCOc1ccccc1)N1CCN(c2ccc(O)cc2)CC1
11.5% | N/C(=N\OC(=O)c1ccc(F)cc1)c1ccc(Br)cc1
10.1% | COc1ccccc1NC(=O)COc1ccccc1C(=O)c1cnn(-c2ccccc2)c1
4.78µM* | Cc1ccc2nc(-c3ccc(NS(=O)(=O)c4ccc(F)cc4)cc3)sc2c1
15.6% | Cc1ccsc1C(=O)OCc1cc(=O)n2ccsc2n1
7.7% | CCCCSc1nsc(NC(C)=O)n1
9.2% | COc1cccc(C(=O)Nc2nnc(-c3ccccc3)s2)c1OC
10.5% | COc1cccc(NC(=O)CN(C)C(=O)c2ccc3c(c2)CC(c2ccccc2)OC3=O)c1 (centres undefined)
5.3% | Cc1cnc(C(=O)OCC(=O)Nc2ccc(OCc3ccccc3)cc2)cn1
6.7% | Cn1cccc1/C=C1\SC(=O)N(c2ccccc2)C1=O
13.2% | Cc1occc1C(=O)N/N=C/C(Br)=C\c1ccccc1
8.4% | C(=C\n1nnc2ccccc21)/c1ccccn1
4.6% | CC(=O)c1ccc(-n2c(SCC(=O)c3c[nH]c4ccccc34)nc3ccccc3c2=O)cc1
3.5% | Cn1/c(=N/NC(=O)c2ccccc2Br)sc2ccccc21
4.3% | Cc1ccc(N/C=C/c2onc(C)c2[N+](=O)[O-])cc1
6.8% | O=c1c2ccccc2nnn1CSc1nnc2ccccn12
15.4% | O=C(Nc1ccccc1)N1CCc2ccccc2C1
7.12µM* | O=C(Cc1nc2ccccc2[nH]1)c1ccc([N+](=O)[O-])cc1

AID1053144 | Molecule
7.6% | O=c1cc(-c2ccccc2)[nH]c2nc3ccccc3n12
2.8% | CCOc1ccc2c(c1)C(=NNC(=O)c1ccncc1)c1cc(OCC)ccc1-2
6.3% | COc1ccc(Nc2nc(-c3c[nH]c4ccccc34)cs2)cc1
8.3% | CCOC(=O)C1CCN(C(=O)/C=C/c2ccccc2)CC1
6.87µM* | COc1ccccc1C(=O)O/N=C(\N)c1ccc(Cl)cc1
13.8% | CSc1nsc(SCC(=O)Nc2ccc(OC(C)=O)cc2)n1
0.5% | COc1ccc(OC)c(NC(=O)CSc2nnc(C3CCCCC3)n2-c2ccccc2)c1
9.2% | COc1c(C(=O)Nc2nccs2)ccc2ccccc12
6.4% | CC/C(=N\NC(=O)c1csc(C)c1C)c1cccs1
17.4% | O=C(Nc1ncc(Cc2cccc(Cl)c2Cl)s1)C1CCCO1 (centres undefined)
-6.0% | OCCNc1c2ccccc2nc2c(F)c(F)c(F)c(F)c12
12.5% | O=c1c2ccccc2oc2cc(NCCCN3CCOCC3)ccc12
14.5% | Clc1cc(Cl)c2nc(N3CCCCC3)sc2c1
-1.5% | CC1(c2ccc(OC(F)F)cc2)NC(=O)N(CC(=O)Nc2cccc(F)c2)C1=O (centres undefined)
6.8% | O=C(Cc1ccccc1)Nc1ccc(NC(=O)c2ccco2)nc1
8.8% | Cc1ccc(-n2nnc(-c3cccnc3Cl)n2)cc1
13.7% | CCc1ccc(NC(=O)C(=O)c2ccccc2NC(C)=O)cc1
6.6% | Nc1nc(-c2ccc3c(c2)CCO3)cs1
10.8% | O=C(NCC1CCCO1)c1ccc2c3n(nc2c1)-c1ccccc1CO3 (centres undefined)
2.7% | CC1(C(=O)NS(=O)(=O)c2ccc(C#N)cc2)CCN1C(=O)c1cccc(F)c1 (centres undefined)

AID1053144 | Molecule
13.4% | O=C(c1cc(-c2ccccc2)on1)N1CCCCCC1
9.3% | Cc1ccc(CNc2ccc3c(c2)ncn3C)cc1
2.1% | N#Cc1cc2c(nc1SCc1ccccc1)CCCC2=O
8.1% | COc1ccc(CNC(=O)Nc2cccc(C)c2)cc1
16.3% | COc1ccc(C(=O)COc2ccccc2C#N)cc1
13.3% | N/C(=N\OC(=O)c1ccc(Cl)cc1Cl)c1cccnc1
8.4% | O=C(NCCc1ccccc1F)C(=O)Nc1nccs1
13.2% | C#CCN1C(=O)S/C(=C\c2ccc(-c3ccc(Cl)c(C(=O)O)c3)o2)C1=O
2.5% | O=C(Nc1ccc(Br)cn1)c1ccc(Cl)s1
16.7% | Cc1cc(C)n(C(N)=NC(=O)c2ccccc2)n1
2.3% | COc1ccc2nc(NC(=O)c3cccs3)sc2c1
-0.3% | CCOC(=O)c1c(CN2CCC(C)CC2)n(C)c2cc(Br)c(OC)cc12
2.2µM* | Cc1ccc2nc(-c3ccc(NS(=O)(=O)c4c(C)n(C)c(=O)n(C)c4=O)cc3)sc2c1
16.9% | O=C(Nc1ccc(Cl)cc1)Nc1ccc2c(c1)OCO2
6.1% | COc1ccc(C(=O)OCC(=O)c2c[nH]c3ccccc23)c(OC)c1
11.0% | O=C(Nc1nc2ccccc2s1)c1ccc(F)cc1
0.1% | COc1cccc(-c2nc(CS(=O)(=O)CC(=O)NCCC(C)C)c(C)o2)c1
6.0% | O=C(/C=C/c1ccc(Cl)cc1Cl)N1CCc2ccccc21
10µM* | COc1ccccc1CNC(=O)COc1ccccc1C(=O)c1cnn(-c2ccccc2)c1
10.5µM* | Cc1ccc2cc(NC(=O)c3cccc(F)c3)ccc2n1

AID1053144 | Molecule
2.1% | COC(=O)C1CCN(C(=O)c2ccc3nc(-c4cccc(OC)c4)oc3c2)CC1
2.1% | Cc1cnc(NC(=O)c2ccc3ncsc3c2)s1
0.5% | Cc1cccc(Nc2ncnc3ccccc23)c1
9.52µM* | O=C(COC(=O)c1cccs1)c1ccc2ccccc2c1
9.2% | COc1ccccc1C(=O)NC(=O)Nc1cccc(Cl)c1
7.6% | CCN(CC)C(=O)c1nc(-c2cccc3ccccc23)no1
6.5% | Nc1ncccc1OCc1ccc(Cl)c(Cl)c1
10.0% | Cc1ccc(C(=O)NC2=NCCS2)cc1
5.9% | O=C(COC(=O)c1ccc(O)cc1O)c1ccc2c(c1)OCO2
17.2% | CCn1c(C)nc2cc(C(=O)N/N=C/c3cccc(O)c3O)ccc21
6.5% | CCON1C(=O)C(C)(C)N(OCC)C(=O)C1(C)C
2.4% | CCCCOc1ncnc2c1[nH]c1ccc(C)cc12
7.5% | Cc1cccc(C)c1OCc1cc(C(=O)N2CCN(c3ccc(F)cc3)CC2)no1
8.6% | O=C(Nc1nc(-c2ccccn2)cs1)C12CC3CC(CC(O)(C3)C1)C2
7.2% | Cc1ccc2cc3c(N)c(C(=O)N4CCOCC4)sc3nc2c1
4.6% | COc1ccc(NC(=O)/C(=C\c2ccc3c(c2)OCO3)NC(C)=O)cc1
4.6% | c1ccc(-c2nnc(-c3ccccn3)nn2)nc1
2.2µM* | Cc1cc(N(C)C)ccc1N=Nc1ccc2ncccc2c1
-0.5% | C=CCSc1nnc2c(n1)OC(c1cccnc1)Nc1ccccc1-2 (centres undefined)
15.5% | Nc1nn2cc(-c3ccc(Br)cc3)nc2c2ccccc12

Some of the entries so far, as labelled records.
CC1(C(=O)NS(=O)(=O)c2ccc(C#N)cc2)CCN1C(=O)c1cccc(F)c1 (centres undefined)
  AID1053144: 2.7%

O=c1c2ccccc2nnn1CSc1nnc2ccccn12
  AID1053144: 6.8%

O=C(CCOc1ccccc1)N1CCN(c2ccc(O)cc2)CC1
  AID1053144: 9.6%

Cc1cnc(C(=O)OCC(=O)Nc2ccc(OCc3ccccc3)cc2)cn1
  AID1053144: 5.3%

The listing picks up, starting four compounds before the break.
AID1053144 | Molecule
4.6% | c1ccc(-c2nnc(-c3ccccn3)nn2)nc1
2.2µM* | Cc1cc(N(C)C)ccc1N=Nc1ccc2ncccc2c1
-0.5% | C=CCSc1nnc2c(n1)OC(c1cccnc1)Nc1ccccc1-2 (centres undefined)
15.5% | Nc1nn2cc(-c3ccc(Br)cc3)nc2c2ccccc12
-1.9% | COc1cc(OC)cc(C(=O)Oc2ccc(/C=N/Nc3nc4ccccc4s3)cc2OC)c1
10.5% | Cc1nn(Cc2ccccc2)c(Cl)c1C(=O)NCCc1ccccc1
3.9% | COc1ccc2c(n1)Sc1nc3ccccc3nc1N2
7.5% | Clc1ccc(-c2cnn3c(-c4ccncc4)ccnc23)cc1
7.4% | CCOC(=O)C1(Cc2cccc(OC)c2)CCCN(C(=O)c2ccccc2C)C1 (centres undefined)
4.7% | O=C(Nc1nc2ccccc2[nH]1)c1cccs1
17.0% | COc1ccc(C(=O)/C=C/c2ccccc2C(F)(F)F)cc1
20.9% | Cc1nn2c(-c3ccccc3)ccnc2c1-c1ccccc1
2.5% | CN(Cc1cc2ccccc2[nH]c1=O)C(=O)COc1ccccc1
7.5% | c1ccc(-c2ccc(-c3ccncn3)cc2)cc1
14.5% | O=C(Nc1ccc(F)cc1)c1cc2c(s1)CCCC2
0.7% | CC1CCC(C(C)C)C(OC(=O)COC(=O)c2cc(O)ccc2N)C1 (centres undefined)
14.7% | Cc1cc(C(=O)NC2CCCCCCC2)ccc1[N+](=O)[O-]
9.82µM* | C=CCNC(=O)c1ccc2c3n(nc2c1)-c1ccc(Cl)cc1CO3
8.1% | O=C(N/C=C/c1ccccc1)c1ccccc1
7.4% | O=C(CSc1nc2ccccc2[nH]1)c1ccc2c(c1)OCO2
9.3% | O=C1/C(=C/c2cccs2)CCC/C1=C\c1cccs1
6.7% | O=C(/C=C/c1ccc2c(c1)OCO2)Nc1nc2ccc(F)cc2s1
6.3% | O=c1[nH]c(-c2ccco2)nc2sc3c(c12)CCCC3
2.4% | COc1ccc(-c2cc(-c3ccc(Cl)cc3)n[nH]2)c(O)c1

AID1053144 | Molecule
9.3% | Cc1ccc(OCC(=O)Nc2ccccc2F)cc1C
8.8% | O=C(Nc1cc(-c2ccccc2)cs1)c1ccco1
-0.2% | Cc1ccc(C(=O)CSc2nc(C(C)C)nc3ccccc23)cc1
13.1% | Cc1cccc(OCC(=O)Nc2cccc(O)c2)c1
10.2% | Oc1[nH]c2ccccc2c1C=Nc1ccccc1
0.6% | CC(C)c1ccc(/C=N/N2CCCCC2)cc1
6.2% | Cc1ccc(NC(=O)Nc2cccc(C)n2)c(C)c1
12.8% | O=C1/C(=C/c2ccco2)CCC1C1CCCC1 (centres undefined)
11.3µM* | CCNc1nc(N)c(C(=O)c2ccc(Cl)s2)s1
12.1% | C=CCNC(=O)C1CC(=O)N(c2ccc(OCc3ccc(F)cc3)cc2)C1 (centres undefined)
7.7% | c1cncc(CSc2ccc(-c3ccc4c(c3)OCO4)nn2)c1
12.5% | COc1ccc(C(=O)Nc2ccc3c(c2)nc2n3CCSC2)cc1
14.1% | O=C(Nc1nccs1)c1ccc(N2CCOCC2)c([N+](=O)[O-])c1
6.0% | O=C(c1ccccc1)c1ccc(-c2ccc(O)cc2)cc1
10.1% | O=C(c1cccs1)n1nc(-c2ccc(Cl)cc2)nc1NCc1ccco1
17.3% | CS(=O)(=O)N1CCc2nc(-c3ccccc3)sc2C1
2.7% | C#CCN1C(=O)S/C(=C/C=C/c2ccc(N(C)C)cc2)C1=O
15.0% | COc1ccc(Oc2nnc(C)c3ccccc23)cc1
4.6% | CC(C)[C@H](NC(=O)OCc1ccccc1)C(=O)OCC(=O)c1ccccc1
5.4% | COc1ccc2cc(-c3ccccc3)c(=O)oc2c1

In another format: entries from further up
SMILES	AID1053144
Oc1[nH]c2ccccc2c1C=Nc1ccccc1	10.2%
CC(C)c1ccc(/C=N/N2CCCCC2)cc1	0.6%
Cc1ccc(NC(=O)Nc2cccc(C)n2)c(C)c1	6.2%
O=C1/C(=C/c2ccco2)CCC1C1CCCC1 (centres undefined)	12.8%
CCNc1nc(N)c(C(=O)c2ccc(Cl)s2)s1	11.3µM*
C=CCNC(=O)C1CC(=O)N(c2ccc(OCc3ccc(F)cc3)cc2)C1 (centres undefined)	12.1%

These rows are one share of the data, so the mix of outcomes need not match the whole.
